From PubChem
aDG glyco up = increases alpha dystroglycan glycosylation. activation, % at 10 µM. 360,000 tested, 0.22% active. Pro5-aDG cells, alpha-DG glycosylation AlphaScreen (IIH6); 0% Pro5, 100% B10-LARGE cell signal. AID 624168;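 active = activation of at least 8% versus controls, or a plate z-score of at least 8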;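 also: Pro5 are CHO cells carrying HIG-tagged alpha-DG that lacks glycosylation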
ABHD5-PLIN5 inh = inhibitors of human ABHD5-perilipin-5 interaction | 360,000 tested, 0.78% active | inhibition, % at 4 µM | AID 602281 | Split G. princeps luciferase complementation, luminescence, 4 h;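 active = inhibition above the mean inhibition across every tested compound plus 3 SD, cut at about 22% in these data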;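 also: 0% = DMSO only wells and the 100% control is not disclosed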
Glyco luc inh = N-linked glycosylation inhibition; D54 ERlucT glycosylation luciferase reporter, 24 h; percent of 100 nM tunicamycin response; reporter increase, % at 12.5 µM; 360,000 tested, 0.23% active; AID 588692;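 active = mean luciferase reporter signal, scaled so untreated is 0 and the glycosylation-blocking control 100, at or above a set limit in every replicate; inconclusive = mean reaches the limit but not every replicate does; inactive = mean below the limit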;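 also: luciferase carries N-glycosylation sites so blocking glycosylation raises the light; 0% = median of neutral control wells and 100% = median of 100 nM tunicamycin wells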
Granule exo inh = lytic granule exocytosis inhibition; TALL-104 LAMP-1 surface exposure, flow cytometry; cells stimulated with thapsigargin and PMA; inhibition, % at 10 µM; 360,000 tested, 0.66% active; AID 651702;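 active = inhibition above about 55%, limit read from the data; inconclusive = no clear call, values can overlap the other calls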
MC4R antagonist = blocks human MC4R cAMP signaling. P32245. MC4R-expressing cells, MTII-stimulated cAMP, LANCE TR-FRET. inhibition, % at 6.5 µM. 360,000 tested, 0.48% active. AID 540295;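 active = inhibition above its plate's cutoff, the mean of tested wells on that plate plus 3 SD, cut at about 29% in these data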;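 also: 0% = Melanotan II alone and 100% = Melanotan II plus saturating MCL0020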
Target sequence (P32245 whole entry, looked up): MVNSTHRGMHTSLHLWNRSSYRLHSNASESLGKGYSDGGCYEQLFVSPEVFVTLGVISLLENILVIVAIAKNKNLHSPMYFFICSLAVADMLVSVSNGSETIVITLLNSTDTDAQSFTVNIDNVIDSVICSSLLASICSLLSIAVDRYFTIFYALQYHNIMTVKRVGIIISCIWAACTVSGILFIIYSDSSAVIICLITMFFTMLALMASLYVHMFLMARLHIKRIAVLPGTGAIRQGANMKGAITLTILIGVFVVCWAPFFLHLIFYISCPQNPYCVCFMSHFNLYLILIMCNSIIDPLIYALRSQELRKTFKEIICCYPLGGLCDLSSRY
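Material: human MC4R-expressing U2OS cells. Probe or stimulus: Melanotan II challenge. Dosing: 6.5 µM single dose. Times: 30-min compound, 1-h challenge, 1-h detection, room temperature. Technique: TR-FRET with Eu-cAMP and labeled anti-cAMP, 671 nm. Replication: singlicate.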
MC4R ag barr = agonists of human melanocortin 4 receptor (MC4R) beta-arrestin; U2OS MC4R beta-arrestin complementation, luminescence; percent of melanotan II response, DMSO zero; activation, % at 8.9 µM; 360,000 tested, 0.98% active; AID 540308;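 active = activation above a per-plate cutoff, the mean activation of sample wells on that plate plus 3 SD, cut at about 8% in these data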
hiPSC survival = hiPSC single-cell survival enhancement; ATPlite luminescence; 100% = ROCK inhibitor wells, 0% = DMSO; survival enhancement, % at 20 µM; 360,000 tested, 0.044% active; AID 602274; in the data active = survival enhancement above about 18%;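 also: cells exposed to compounds for 16 hours before the ATP read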
ABCB6 inh MLPCN = blocks the human ABCB6 transporter. Q9NP58. K562-ABCB6 porphyrin accumulation, flow cytometry, 1 h; stronger effect = lower value. fluorescence ratio to DMSO, % at 10 µM. 360,000 tested, 0.19% active;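 active = fluorescence ratio to DMSO below 75%, the collection mean minus 3 SD; inconclusive = too few cells collected in the well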;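 also: signal is porphyrin accumulated inside mitochondria; 100% equals median channel fluorescence of DMSO control wells; lower ratio means ABCB6 inhibition with less porphyrin fluorescence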
m5-HT2A agonist = activates the mouse 5-HT2A serotonin receptor; P35363; CHO-K1 mHTR2A beta-arrestin complementation, luminescence; percent of 30 µM serotonin response; activation, % at 7.6 µM; 360,000 tested, 0.66% active; AID 624169;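 active = activation above a run cutoff, the mean activation of all tested compounds plus 3 SD, cut at about 14% in these data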;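 also: 0% = plate median of compound wells and 100% = 30 µM serotonin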
Target sequence (P35363 whole entry, looked up): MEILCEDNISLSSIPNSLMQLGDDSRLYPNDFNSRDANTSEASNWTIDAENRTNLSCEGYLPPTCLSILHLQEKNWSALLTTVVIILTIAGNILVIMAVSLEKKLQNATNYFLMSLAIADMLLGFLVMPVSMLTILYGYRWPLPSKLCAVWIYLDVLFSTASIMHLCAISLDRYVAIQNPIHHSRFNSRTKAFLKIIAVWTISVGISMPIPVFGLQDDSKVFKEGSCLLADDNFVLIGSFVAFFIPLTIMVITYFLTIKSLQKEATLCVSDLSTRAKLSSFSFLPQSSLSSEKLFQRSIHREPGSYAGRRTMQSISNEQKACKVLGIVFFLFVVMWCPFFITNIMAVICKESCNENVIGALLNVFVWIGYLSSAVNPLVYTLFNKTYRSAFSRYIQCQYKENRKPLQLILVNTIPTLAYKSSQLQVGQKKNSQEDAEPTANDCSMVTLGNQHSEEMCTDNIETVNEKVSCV
H9c2 protect = modulators protecting cardiomyocytes from myocardial damage. H9c2 cardiomyocytes, H2O2 injury protection, ATPLite, 2 h. protection from H2O2 cell death, % at 20 µM. 360,000 tested, 0.63% active. AID 588492;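 active = compounds giving at least 50% protection of heart cells from peroxide-induced death in the single-dose screen, raw or plate-pattern-corrected value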;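 also: 0% = DMSO wells with peroxide and 100% = DMSO wells without peroxide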
Active calls of the source: *; ? = inconclusive.

SMILES | aDG glyco up | ABHD5-PLIN5 inh | Glyco luc inh | Granule exo inh | MC4R antagonist | MC4R ag barr | hiPSC survival | ABCB6 inh MLPCN | m5-HT2A agonist | H9c2 protect
O=C(NC(=S)NCC1CCCO1)c1cccc([N+](=O)[O-])c1 (stereo not drawn) | 0.0 | -6 | 1 | 2 | 5 | -3.4 | -0.9 | 99 | 3 | -4
Cc1ccccc1-n1c(SCC(=O)Nc2ccc3c(c2)OCO3)nnc1-c1ccccn1 | -0.4 | 5 | -3 | 3 | 7 | 0.0 | -1.7 | 93 | 6 | 16
COc1ccc(C(=O)Nc2ccc(N3CCOCC3)cc2)cc1S(=O)(=O)N1CCCC1 | 0.0 | -1 | 1 | 3 | -1 | -4.1 | -0.3 | 100 | 3 | -5
O=C(CNC(=O)c1ccccc1)NCC(c1ccco1)N1CCCC1 (stereo not drawn) | 0.1 | 7 | 0 | 0 | 6 | -1.2 | -0.6 | 100 | -6 | 10
O=C(CCCOc1ccc(Cl)cc1)N1CCCCC1 | 0.4 | -8 | 1 | -2 | 16 | 3.8 | 6.3 | 101 | 1 | 0
Cc1ccc(C(C)C)cc1C(=O)CC1(O)C(=O)N(C)c2ccccc21 (stereo not drawn) | 0.2 | 0 | -2 | -1 | 7 | 2.0 | -2.7 | 86 | 0 | -17
CC(C)(C)c1cc(NCCCn2ccnc2)n2ncc(-c3ccccc3)c2n1 | 0.5 | 5 | -12 | 6 | 10 | -0.9 | -0.3 | 94 | -7 | -5
Cc1ccc(N(CC(=O)NC2CCCC2)C(=O)CCC(=O)Nc2ccccn2)cc1C | 0.0 | -5 | 1 | 7 | 22 | -0.1 | 0.2 | 100 | 4 | -4
Cc1cc(C)c(NC(=O)COC(=O)C2CCC2)c(Cl)c1 | 0.1 | 0 | 2 | 0 | 1 | -0.3 | -0.3 | 102 | 5 | 5
CCCCNC(=O)c1onc(CSc2ccccc2F)c1C(=O)O | -0.1 | 5 | 1 | 37 | 13 | -0.1 | -0.9 | 99 | 5 | -7
CC(C)C(=O)Nc1cccc(COc2ccc(CN(CCc3ccccc3)C(=O)OC(C)(C)C)cc2)c1 | 0.1 | 4 | -7 | -7 | 14 | 0.9 | 4.4 | 94 | 8 | 7
CCOc1ccc(-n2c(SCC(=O)Nc3ccc(OC)cc3)nc3sc4c(c3c2=O)CCN(C)C4)cc1 | 0.1 | 0 | -2 | 26 | 12 | -0.4 | -0.5 | 100 | 3 | -3
COc1ccc(NC(=O)CSc2ccc3nnc(CCNC(=O)c4ccccc4)n3n2)cc1OC | -0.1 | 7 | 3 | 3 | 0 | -2.4 | 0.0 | 96 | -1 | 6
Cc1c(NS(=O)(=O)c2cccc(C(=O)NC(C)c3ccccc3)c2)c(=O)n(-c2ccccc2)n1C (stereo not drawn) | -0.1 | -1 | 1 | 0 | 8 | -0.1 | -1.5 | 102 | -2 | 7
CCCc1cc(=O)[nH]c(SC(C)C(=O)N2c3ccccc3CC2C)n1 (stereo not drawn) | 0.0 | -16 | 0 | 21 | 7 | -0.1 | 0.5 | 101 | -2 | 5
Cc1cc(C)c(NC(=O)CSc2nc3ccc(NC(=O)CSc4nnnn4-c4ccccc4)cc3s2)c(C)c1 | -0.4 | 1 | -5 | -1 | 7 | 1.1 | -0.7 | 97 | 1 | -6
C=CCn1c(SC(C)C(N)=O)nc2sc(CC)cc2c1=O (stereo not drawn) | 0.1 | -2 | 1 | 0 | -4 | -0.4 | -1.0 | 104 | 6 | -4
COC(=O)C(Cc1ccccc1)NCC(=O)Nc1cccc(Cl)c1C (stereo not drawn) | 0.0 | -1 | -1 | -6 | 6 | -1.4 | 0.6 | 95 | 2 | -7
O=C(CS(=O)c1cccc(C(F)(F)F)c1)Nc1ccc(Cl)cc1Cl (stereo not drawn) | 0.2 | -8 | 1 | -2 | -1 | 2.5 | 2.5 | 101 | -6 | -8
COc1ccc(CN2C(=O)CS(=O)CC2=O)cc1OC | 0.1 | -5 | 1 | 6 | 3 | -0.8 | 6.7 | 106 | 3 | -2
COc1cc(Cl)ccc1OCc1cc(C(=O)N(C)CCc2cnn(C)c2)no1 | -0.1 | -4 | -2 | -1 | 6 | -2.4 | 0.1 | 95 | 0 | 4
CNC1=C([N+](=O)[O-])CC([N+](=O)[O-])=C(N2CCNCC2)N1C | -0.3 | 3 | 2 | -4 | 2 | -1.0 | 2.5 | 98 | 6 | 3
CC(=O)N1CCN(C(=S)NC(=O)c2c(-c3ccccc3Cl)noc2C)CC1 | 1.4 | -7 | 0 | -2 | -1 | -1.6 | 1.2 | 96 | -2 | 7
CN(C)c1nc(NCc2ccccc2)nc(SCC(=O)Nc2ccc(Cl)c(Cl)c2)n1 | 0.5 | -1 | -6 | 12 | 7 | 3.1 | -1.8 | 97 | 3 | -12
CCOCCn1c(CN2CCCCC2C)nc2c1c(=O)n(C)c(=O)n2C (stereo not drawn) | 0.0 | -2 | 2 | 1 | 0 | -0.9 | 2.1 | ? | 3 | -7

An excerpt of these results, with tabs.
canonical_smiles	aDG glyco up	ABHD5-PLIN5 inh	Glyco luc inh	Granule exo inh	MC4R antagonist	MC4R ag barr	hiPSC survival	ABCB6 inh MLPCN	m5-HT2A agonist	H9c2 protect
Cc1cc(C)c(NC(=O)COC(=O)C2CCC2)c(Cl)c1	0.1	0	2	0	1	-0.3	-0.3	102	5	5
CCCCNC(=O)c1onc(CSc2ccccc2F)c1C(=O)O	-0.1	5	1	37	13	-0.1	-0.9	99	5	-7

Going on with the list:
SMILES | aDG glyco up | ABHD5-PLIN5 inh | Glyco luc inh | Granule exo inh | MC4R antagonist | MC4R ag barr | hiPSC survival | ABCB6 inh MLPCN | m5-HT2A agonist | H9c2 protect
CN(c1ccc(S(=O)(=O)N2CCOCC2)cn1)C1CCCCC1 | 0.2 | 1 | 1 | 4 | 0 | 2.0 | 1.1 | 99 | -1 | -4
Cc1cc2nc(CO)[nH]c2cc1C | 0.0 | 8 | 0 | -3 | -2 | 0.4 | 0.1 | 90 | -3 | 2
Cc1ccccc1C(=O)O/N=C(\N)c1cccc([N+](=O)[O-])c1 | 0.4 | -9 | 0 | -4 | 13 | 2.5 | 3.2 | 102 | 0 | -14
Cc1noc(C)c1COc1ccc(C(=O)NCc2cccs2)cc1 | 0.0 | 10 | -2 | 14 | 3 | -1.1 | -1.1 | 96 | -1 | 3
CCc1nc2ccc(C(=O)NCCN3CCCC3)cn2c1N(C)Cc1ccc(OC)cc1 | -0.2 | 3 | -5 | 7 | 8 | -1.9 | 11 | 100 | 3 | 4
CCOC(=O)COc1cccc2c(=O)n(CC(N)=O)ccc12 | 0.0 | 1 | 1 | 0 | 12 | 0.0 | 0.0 | 96 | 0 | 8
CC1(CCc2ccccc2)NC(=O)N(CC(=O)Nc2ccccc2)C1=O (stereo not drawn) | -0.2 | 9 | 6 | -2 | -6 | 3.2 | 4.5 | 91 | 4 | 5
Cc1ccc(C2CC(C(F)(F)F)n3nc(C(=O)NCCN4CCOCC4)cc3N2)cc1 (stereo not drawn) | 0.1 | 1 | 0 | -1 | 6 | 1.1 | -0.3 | 94 | -3 | 6
C[C@H]1CN([C@@H](C)CO)C(=O)Cc2cc(NC(=O)CCC(F)(F)F)ccc2O[C@H]1CN(C)Cc1ccc(-c2ccccc2)cc1 | 5.7* | -6 | -2 | 16 | 8 | 0.6 | -0.1 | 97 | 6 | -2
O=C(NCC1CCCO1)c1cc2c([nH]c3ccccc32)c(-c2cccc(Br)c2)n1 (stereo not drawn) | -0.3 | -4 | -14 | 21 | 11 | 0.9 | -0.6 | 93 | -1 | 7
Cc1nc(N)[nH]c(=O)c1CCCNc1ccc(CCC2(CCl)OCCO2)cc1 | -0.4 | -1 | 0 | 4 | -3 | -1.2 | 2.5 | 103 | -5 | -4
CCOc1ccc(C2c3[nH]c4ccccc4c3CCN2Cc2cn(CC)nc2C)cc1 (stereo not drawn) | -0.2 | 4 | 1 | 3 | 1 | -2.3 | -1.6 | 98 | 1 | 5
O=C1C2CCCN2C(c2cccs2)N1c1ccc(Cl)cc1 (stereo not drawn) | 0.0 | 1 | -10 | -4 | 2 | 2.1 | 2.5 | 101 | 4 | -13
CN1C(=O)C(O)(CC(=O)/C=C\c2ccc3c(c2)OCO3)c2ccccc21 (stereo not drawn) | 1.4 | 2 | 0 | -4 | 3 | 0.5 | 0.7 | 96 | 1 | 6
Cc1cc2[nH]c(=O)c(=O)[nH]c2cc1S(=O)(=O)N1CCN(c2ccccc2F)CC1 | -0.1 | -1 | 3 | 10 | 16 | -0.6 | -0.6 | 95 | 1 | 1
N#Cc1c(/N=C/c2ccc(Br)s2)sc2c1CCC2 | -0.2 | -3 | 1 | -2 | 2 | 0.5 | 0.9 | 97 | 1 | -11
CCOC(=O)Cn1c(=O)n(Cc2ccccc2)c(=O)c2cccnc21 | -0.1 | -1 | -3 | -5 | 2 | -2.9 | -0.7 | 98 | -7 | 7
Cc1ccc(C(=O)NCCOC23CC4CC(CC(C4)C2)C3)cc1 | 0.3 | -6 | -4 | 0 | 7 | -0.5 | 0.7 | 80 | 1 | 8
O=C(CSc1nnc(-c2cccnc2)o1)Nc1ccccc1Br | 0.0 | 1 | 0 | -6 | 3 | -2.2 | -0.5 | 96 | 0 | -2
C=CCNC(=S)NNC(=O)COc1ccc2cc(Br)ccc2c1 | 1.4 | -8 | -1 | -3 | 4 | -2.2 | 0.0 | 96 | 16* | -8
CN(C)CCCOc1ccc(-c2ccc3nccn3c2)cn1 | 0.3 | 6 | -1 | 1 | -8 | -1.7 | -0.8 | 101 | -2 | 2
Cc1ccsc1C(=O)OCC(=O)NCc1ccc2c(c1)OCO2 | 0.0 | 4 | -1 | -4 | 7 | 0.9 | 3.4 | 100 | 6 | -11
CC(=O)/C(=C/c1ccc(N(C)C)cc1)C(=O)c1ccccc1 | 0.1 | 3 | 0 | -3 | 7 | -2.3 | -0.5 | 101 | 5 | 3
COc1ccccc1NC(=O)C1=C(C)Nc2nc(-c3cccnc3)nn2C1c1ccccn1 (stereo not drawn) | 0.1 | 4 | 5 | -3 | -2 | 0.8 | 0.2 | 96 | 8 | 38
O=C(CSc1nnnn1-c1ccccc1)Nc1ncc(Cc2cc(Cl)ccc2Cl)s1 | 0.3 | -12 | 2 | -5 | -1 | -0.6 | 0.5 | 101 | 1 | -4
CCCCNc1nc2cccnc2s1 | 0.0 | -2 | 0 | 18 | 16 | -2.6 | -0.1 | 98 | -2 | 5
COc1cccc(NC(=S)NN=C2CCCCCC2)c1 | -0.1 | -23 | 0 | -5 | 0 | -0.8 | -1.4 | 102 | 3 | 3
O=C(OCC(=O)N(Cc1ccccc1)Cc1ccccc1)c1ccccc1O | 0.0 | -13 | 2 | 4 | -1 | 0.5 | 1.3 | 98 | -9 | -1
O=C(Cc1ccc(NC(=O)C2CCCN(C(=O)C3CC3)C2)cc1)Nc1cccc(C(=O)N2CCCCC2)c1 (stereo not drawn) | -0.2 | 4 | 1 | -1 | 8 | -0.7 | 1.6 | 97 | 7 | -2
COc1cc(/C=C(\C#N)C(=O)Nc2ccccc2C(=O)O)cc(Cl)c1OC | 0.3 | -3 | 2 | 4 | 7 | 0.2 | -0.9 | 103 | 0 | 3

Compounds were not picked by outcome; about 4.5% have a hit in one of these screens.
